Assay outcomes as filed in PubChem BioAssay.
LEDGF integ inh – blockers of LEDGF/p75-dependent integrase strand transfer – biochemical, TR-FRET, high throughput, primary screen; AID 743269, 2014; HIV-1 integrase (with human LEDGF/p75); 370,000 compounds, 0.64% hits; TR-FRET IN-LEDGF/p75 DNA integration, Eu/Cy5; inhibition, % at 3.7 µM;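 active means inhibition above the screen-wide mean plus 3 SD, cut at about 13% in these data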;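 further: signal is the Cy5 over europium emission ratio at 671 and 618 nm; 0% = plate median of compound wells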
HTRA1 inh – HTRA1 serine protease inhibitors, primary screen, biochemical, fluorescence polarization, HTS; AID 504803, 2011; inhibition, % at 5.96 µM; Q92743; recombinant HTRA1, FP-rhodamine activity-based probe; 340,000 compounds, 0.5% hits; in the data active means inhibition above about 36%;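 further: 0% = enzyme with DMSO and 100% = wells lacking enzyme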
NR1D1 modulator – modulators of Rev-erb alpha DNA binding, primary screen, biochemical, FITC-DNA, fluorescence polarization, uHTS; Nuclear receptor subfamily 1 group D member 1 (Homo sapiens), P20393; Rev-erbα–FITC-DNA binding, 90 min; activity, % at 10 µM; 370,000 compounds, 0.79% hits;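 active means activity above about 14%, limit read from the data; passing the limit was not always enough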;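 further: 0% = DMSO wells with 35 nM protein and 100% = DMSO wells with 750 nM protein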
PRMT1 FP inh – PRMT1 methyltransferase inhibitors, primary screen, biochemical, fluorescence polarization; Protein arginine N-methyltransferase 1 (Homo sapiens), Q99873; recombinant PRMT1, activity-based probe fluorescence polarization; inhibition, % at 2.79 µM; 370,000 compounds, 1.3% hits;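 active means inhibition above about 21% made by adding two undisclosed values, limit read from the data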
Target sequence (Q99873 whole entry, looked up): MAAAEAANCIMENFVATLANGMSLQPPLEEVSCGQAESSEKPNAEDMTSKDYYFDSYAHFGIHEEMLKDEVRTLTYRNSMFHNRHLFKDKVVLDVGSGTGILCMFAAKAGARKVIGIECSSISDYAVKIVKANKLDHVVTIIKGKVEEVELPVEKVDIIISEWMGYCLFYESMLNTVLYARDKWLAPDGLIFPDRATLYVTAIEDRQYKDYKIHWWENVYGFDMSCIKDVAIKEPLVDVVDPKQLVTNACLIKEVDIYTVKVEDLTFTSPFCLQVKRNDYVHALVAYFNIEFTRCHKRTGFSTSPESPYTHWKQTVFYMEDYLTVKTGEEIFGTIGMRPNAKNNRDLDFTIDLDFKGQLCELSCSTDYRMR
SIAE primary – human SIAE inhibitors, primary screen, biochemical, fluorescence polarization, FP-Rh probe, 1536-well HTS; SIAE FP-Rh probe binding; Sialate O-acetylesterase (Homo sapiens), Q9HAT2; AID 1053197, 2014; inhibition, % at 9.66 µM; 370,000 compounds, 0.69% hits;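 active means inhibition above a cutoff: mean of compounds within the control limits plus 3 SD of those, cut at about 17% in these data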;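 further: 0% = plate median of compound wells and 100% = probe without SIAE protein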
Target sequence (Q9HAT2 whole entry, looked up): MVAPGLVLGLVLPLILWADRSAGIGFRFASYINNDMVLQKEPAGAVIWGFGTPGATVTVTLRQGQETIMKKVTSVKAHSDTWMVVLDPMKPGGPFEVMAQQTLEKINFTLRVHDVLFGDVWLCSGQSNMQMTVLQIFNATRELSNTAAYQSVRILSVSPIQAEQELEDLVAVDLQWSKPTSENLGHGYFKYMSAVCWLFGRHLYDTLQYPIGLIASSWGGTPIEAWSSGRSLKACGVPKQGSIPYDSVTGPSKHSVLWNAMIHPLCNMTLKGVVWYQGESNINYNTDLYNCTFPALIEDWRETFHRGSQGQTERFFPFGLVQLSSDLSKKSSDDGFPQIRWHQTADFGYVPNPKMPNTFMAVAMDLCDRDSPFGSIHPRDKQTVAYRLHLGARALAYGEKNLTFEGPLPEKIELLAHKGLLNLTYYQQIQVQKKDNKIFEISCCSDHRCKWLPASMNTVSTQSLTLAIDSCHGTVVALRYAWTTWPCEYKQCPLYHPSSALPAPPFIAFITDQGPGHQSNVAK
PG9 Ab binder – binders of HIV-1 gp120 antibody PG9, primary screen, biochemical, TR-FRET; HIV-1 gp120 / PG9 antibody interaction; TR-FRET gp120-PG9 antibody binding; inhibition, % at 6.7 µM; 360,000 compounds, 0.43% hits; AID 624416, 2012; in the data active means inhibition above about 8.5%
TCR CD3 inh – inhibitors of human TCR-CD3 interaction, primary screen, biochemical, fluorescence, TAMRA-labeled TCR probe | T-cell receptor (TCR) | inhibition, % at 9.4 µM | 360,000 compounds, 0.37% hits; in the data active means inhibition above about 19%;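 further: recombinant mutant TCR 2C K166C tagged with TAMRA read by polarization; 0% = receptor in buffer alone and 100% = receptor with positive control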
rCAG RNA binder – binders of r(CAG) RNA repeats, primary screen, biochemical, fluorescence; r(CAG) RNA repeat, TO-PRO-1 dye displacement fluorescence; inhibition, % at 3 µM; 370,000 compounds, 1.3% hits;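 active means inhibition above the plate cutoff, the mean of all test compounds on that plate plus 3 SD, cut at about 35% in these data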;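 further: 0% = DMSO alone and 100% = 100 µM mitoxantrone as full dye displacement; higher means more dye released from RNA so lower well fluorescence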
TDP2 absorb – human TDP2 enzyme inhibitors, primary screen, biochemical, epi absorbance, recombinant enzyme | Tyrosyl-DNA phosphodiesterase 2 (Homo sapiens), O95551 | T5PNP hydrolysis, p-nitrophenol absorbance 415 nm | inhibition, % at 12.8 µM | 370,000 compounds, 0.34% hits | AID 720702, 2013;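 active means inhibition above the mean of all tested compounds plus 3 SD, set per campaign, cut at about 25% in these data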;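 further: 0% = DMSO with enzyme and 100% = buffer with substrate but no TDP2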
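System – recombinant human TDP2 · Quantity – TDP2 enzyme at 120 nM final · Doses – single concentration, 12.8 µM nominal, with 1% DMSO · Incubation – 2 h at 37 °C · Measured by – epi absorbance of p-nitrophenol freed from T5PNP by hydrolysis · Read-out – % inhibition relative to enzyme-containing and enzyme-free wells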
mABHD4 FP – ABHD4 inhibitors, primary screen, biochemical, fluorescence polarization, mouse; (Lyso)-N-acylphosphatidylethanolamine lipase (Mus musculus), Q8VD66; purified mABHD4, FP-Rh probe fluorescence polarization; inhibition, % at 8.92 µM; 370,000 compounds, 0.54% hits; AID 720543, 2013;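 active means inhibition exceeding the mean over every tested compound plus 3 SD, cut at about 30% in these data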;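 further: 0% = plate median of compound wells and 100% = S159A mutant with DMSO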
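Test system: mouse ABHD4 enzyme, wild type. Reagent: FP-Rh fluorescent activity-based probe, added after compound pre-incubation. Timing: pre-incubation 45 min, probe exposure 60 min, at 25 °C. Technique: FP readout, ex 525 nm / em 598 nm. Benchmarks: high control S159A mutant with DMSO, low control median of compound wells.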
Numbers without * were called inactive; / = not tested or not shown. A portion of the library, so the mix of outcomes need not match the whole.

SMILES	LEDGF integ inh	HTRA1 inh	NR1D1 modulator	PRMT1 FP inh	SIAE primary	PG9 Ab binder	TCR CD3 inh	rCAG RNA binder	TDP2 absorb	mABHD4 FP
O=C(NCCC1=CCCCC1)C1CCCN(S(=O)(=O)c2cccc3cccnc23)C1 (stereo not given)	1	-6	-8	-1	-2	-0.3	7	-6	-6	0
CCc1ccc(-c2ccc(C(=O)O)cc2)nc1	0	0	3	-1	-3	1.0	1	3	-10	0
COC(=O)CCCCNC(=O)Nc1ccccc1	3	5	-3	-7	-2	1.5	8	-1	-1	0
Cc1onc(-c2ccccc2)c1C(=O)OCC(=O)N1CCN(c2ccccc2)CC1	0	-5	-6	3	-4	2.9	3	-5	-10	-7
NC(Cc1ccc(C(F)(F)F)cc1)c1csc(Nc2ccccn2)n1 (stereo not given)	6	/	9	3	2	0.6	-7	8	-11	12
CCNc1nc(C)cc(COC)c1C#N	2	-3	-3	-4	-1	0.8	0	-5	10	4
O=C(Nc1cccc(C(F)(F)F)c1)c1n[nH]c(Cn2cncn2)n1	6	7	1	-5	-6	-1.9	8	2	-18	-12
CCc1ccc(NC(=O)CSc2nc(O)cc(=O)n2C2CCCC2)cc1	-3	-19	5	0	-11	-2.0	7	12	-3	-9
COc1ccc(CC(=O)Nc2cccc(S(=O)(=O)N3CCOCC3)c2)cc1OC	6	2	-8	-7	2	-2.7	-3	-1	-5	0
O=C(NCc1cccs1)c1ccncc1	-1	3	-3	-2	-3	-1.7	7	2	-6	3
C=CCN(Cc1ccc(OC)c(OC)c1)C(=O)N1CCOCC1	-4	5	-4	-1	-6	-0.9	7	-2	-7	2
Cc1cccc(OC(=O)c2cncc(Br)c2)c1	-3	-5	0	1	-5	-1.1	-2	-1	1	3
O=C(c1cc(F)ccc1F)N(Cc1ccccn1)CC1CCCO1 (stereo not given)	-3	/	-5	-7	-5	/	/	2	6	0
CC1(c2ccccc2Cl)NC(=O)N(CC(=O)Nc2ccc(N3CCOCC3)cc2)C1=O (stereo not given)	-2	2	7	3	3	-1.3	-5	0	5	1
CC(C)c1ccc(S(=O)(=O)c2nnn3c2nc(N2CCCCC2)c2ccccc23)cc1	3	-4	30*	-1	3	-0.5	-4	2	4	0

Part of the list above with just SIAE primary, HTRA1 inh and NR1D1 modulator:
| Molecule | SIAE primary | HTRA1 inh | NR1D1 modulator |
| --- | --- | --- | --- |
| O=C(NCc1cccs1)c1ccncc1 | -3 | 3 | -3 |
| C=CCN(Cc1ccc(OC)c(OC)c1)C(=O)N1CCOCC1 | -6 | 5 | -4 |

(next part)
SMILES	LEDGF integ inh	HTRA1 inh	NR1D1 modulator	PRMT1 FP inh	SIAE primary	PG9 Ab binder	TCR CD3 inh	rCAG RNA binder	TDP2 absorb	mABHD4 FP
COc1ccc(NC(=O)c2cccc(Oc3ccccc3)c2)cn1	-2	-27	6	-3	-17	-1.1	3	2	-33	-30
O=C(NCc1ccccc1)c1nc(S(=O)(=O)Cc2ccccc2)ncc1Cl	-2	3	-2	23*	-9	-1.7	-3	-3	-8	-2
CC(C)CCNC(=O)CCn1c(=S)oc2ccccc21	1	0	-4	2	-3	0.0	-4	0	-13	-12
Cc1ccc(C2CC(c3ccco3)n3nc(N)nc3N2)cc1 (stereo not given)	0	-1	-4	-3	2	0.8	-3	1	0	2
Cc1[nH]nc2c1C(c1cccnc1)N(c1ccc(Br)cc1)C2=O (stereo not given)	1	-3	-1	-4	1	-1.6	0	-3	-4	3
O=c1cccc(-c2ccccc2)[nH]1	-1	-15	-8	0	1	0.1	5	1	4	2
CCOc1ncccc1C(=O)OCC(=O)Nc1ccc(-c2nc3ccc(C)cc3s2)cc1	1	-8	20	-1	-7	4.7	3	6	10	-8
COC(=O)c1ccc(NC(=O)c2ccc3nccnc3c2)cc1	-1	3	4	-3	-5	-0.4	-8	3	-17	-9
CCOC(=O)N1CCN(C(=O)c2ccc(-n3c(C)ccc3C)cc2)CC1	1	2	3	1	5	-2.7	1	4	-11	2
COc1ccccc1N1CCN(C(=O)C(C)NC(=O)c2cccc([N+](=O)[O-])c2)CC1 (stereo not given)	-6	-9	-4	4	-2	0.4	-4	-2	-8	1
CCCCCCNC(=O)O[C@H]1Cn2c(=O)ccc(=O)n2[C@@H]2CN(S(=O)(=O)c3ccc(C)cc3)C[C@]12O	0	-9	3	0	2	-1.4	-3	1	5	0
COc1cccc(CN2CC(C(=O)NCCN3CCOCC3)CCC2=O)c1 (stereo not given)	1	-7	5	0	-6	-1.2	0	0	-1	2
O=C1CC(c2ccc(F)cc2)Cc2nc(N3CCN(c4ccccc4)CC3)ncc21 (stereo not given)	0	-2	21	1	1	-0.6	-1	1	4	3
CCC1=C(OC(=O)N(CC)CC)N2C(=O)OC(=NCCOC)[C@]2(Cc2ccccc2)[C@H]2C1=CC[C@H]1C(=O)N(C)C(=O)[C@H]12	-4	1	-2	-3	-2	-1.1	11	-7	-1	0
O=C(Cn1nc(-c2ccco2)ccc1=O)Nc1cc(Cl)ccc1Cl	-6	-4	-4	16	-3	1.6	-6	9	10	-3
N#CC1C(=O)c2ccccc2C1c1ccccc1 (stereo not given)	-2	-2	6	45*	-1	-2.5	-1	8	2	15
C[N+]1(C)[C@H]2CC[C@H]1CC(OC(=O)C(O)c1ccccc1)C2 (stereo not given in full)	-1	/	-4	3	2	/	/	2	0	2
CN(C1CCCCC1)S(=O)(=O)Cc1ccccc1	2	-3	-7	7	5	-0.3	-8	1	10	0
COC(=O)c1cccc(C23CC4(C2)[C@H](CN(C)[C@@H]4c2ccccc2)C3c2ccccc2)c1 (stereo not given in full)	1	-15	22*	-1	-3	0.0	-2	-1	-1	-3
COc1ccccc1N(CC(=O)NC1CCCCC1)C(=O)Cn1nnc(-c2ccc(C)o2)n1	0	-13	-2	3	-2	-0.7	2	-3	-3	6
CCOc1ccccc1C(=O)OCC(=O)Nc1ccc(OC(F)F)cc1	2	-3	4	-1	-6	0.8	3	1	4	-3
CC1CC(C)CN(CCCNC(=O)Cc2c(C(=O)O)n(C)c3ccccc23)C1 (stereo not given)	-4	3	-3	-3	-3	-1.9	3	-4	2	1
CCOC(=O)C1=C(C)NC(=S)NC1c1ccc(OCC(=O)N2CCCCCC2)cc1 (stereo not given)	3	5	4	-2	5	-1.3	-3	-4	8	-5
CC(C)COC(=O)C1[C@H]2C(=O)N(Cc3cccs3)C[C@]23C=C[C@H]1O3 (stereo not given in full)	0	-6	1	3	-8	-1.3	-1	0	2	3
COc1ccc2oc(=O)c(C(=O)NCc3cccnc3)cc2c1	-1	3	-1	0	3	1.6	3	0	-4	-1
c1cnn(-c2nc(N3CCOCC3)nc(N3CCOCC3)n2)c1	-1	-4	3	5	-2	1.0	-9	-4	9	1
COc1ccc(C(=O)/C=C/Nc2cc(C)on2)c(OC)c1	0	0	-1	2	-6	-0.4	-4	1	-3	3
COc1cccc(/C=C2\SC(=O)N(CCC(=O)N3CCC(C(=O)O)CC3)C2=O)c1	2	6	-2	30*	12	-0.7	10	8	0	1
CC(C)(C)c1ccc(NC(=O)c2ccc(=O)[nH]n2)cc1	1	5	-1	5	1	-0.2	1	2	5	-5
COc1cc2c(cc1OC)CN(C(=O)CSc1nc(C)cc(C)c1C#N)CC2	0	4	2	3	-3	-0.7	7	-4	8	5
FC(F)(F)c1cc(-c2ccccc2)nc(NCc2cccnc2)n1	0	-18	-3	-1	-2	-2.1	2	-8	-6	2
CC(=O)Nc1ccc(N(C(=O)CNC(=O)c2ccco2)C(C(=O)NC2CCCC2)c2ccco2)cc1 (stereo not given)	-2	1	5	4	-2	0.7	-6	-3	1	-3
CC(=O)Nc1ccc(S(=O)(=O)Nc2nc3ccccc3nc2-n2ccc(=NC(=O)c3ccc(F)cc3)cc2)cc1	-2	-13	9	0	-11	41*	2	-2	11	-2
CC(C)[C@@H](C)/C=C/[C@@H](C)[C@H]1CC[C@@H]2[C@]1(C)CCC1[C@]23C=C[C@]2(C[C@@H](O)CC[C@]12C)N(c1ccc(Br)cn1)O3 (stereo not given in full)	3	/	7	5	7	1.2	-2	4	1	-13
CC(=O)Nc1ccc(S(=O)(=O)N2CCN(CC(=O)NC3CCCC3)CC2)cc1	2	8	1	-3	1	2.6	2	1	-4	3
O=C(CN1C(=O)c2ccccc2C1=O)N1CCN(c2ccccc2)CC1	-6	-3	2	4	-6	3.0	-13	0	-7	-9
Cc1cc(=O)oc2cc(OCC(=O)NC3CCCCC3)ccc12	4	-3	2	0	-5	-3.0	7	-2	0	-1
CC(C)NC(=O)c1ccc(N(Cc2ccc(Cl)cc2)S(C)(=O)=O)cc1	1	-1	6	-6	8	-0.8	-2	0	-3	0
Cc1cc(C)c2[nH]c(=O)c(C(c3nnnn3Cc3ccc4c(c3)OCO4)N3CCCC3)cc2c1 (stereo not given)	-3	-10	3	-1	3	-2.2	4	6	4	5
COCCCNC(=O)Cn1nc(-c2ccc(C)cc2)ccc1=O	6	3	-4	-2	1	-1.1	-2	-1	-16	7
O=C1c2ccccc2[C@@H]2C[C@@H](O)[C@H](Nc3ccccc3)CCN12	2	4	2	-2	-8	1.8	2	3	-6	-7
CN1CCCC(OC(=O)CCCCC(=O)OC2CCCN(C)C2)C1 (stereo not given)	0	-5	2	2	8	0.8	-2	-1	-1	-2
COc1ccc(S[C@]2(C(=O)N3CCN(C(C)=O)CC3)CC(=O)N(C(=O)Nc3ccc(C)c(Cl)c3)[C@@H]2c2ccc(OC)cc2)cc1	3	/	-4	3	-6	/	/	11	-10	-23
CC(CC(=O)Nc1ccc2c(c1)OCO2)c1ccccc1 (stereo not given)	6	-2	-3	-2	8	-1.6	2	-2	-8	-1
Cc1ccnc(NC(=O)c2ccc(OCc3c(C)noc3C)cc2)c1	-6	-9	6	3	-4	0.3	-2	-7	8	3
FC(F)(F)c1cccc(N2Cc3ccccc3C2)c1	-2	-5	-4	5	-7	3.9	-2	10	-7	-24
C[C@H]1CN([C@@H](C)CO)C(=O)CCCn2nncc2CO[C@@H]1CN(C)S(=O)(=O)c1ccc(-n2cccn2)cc1	4	9	-6	0	7	-2.5	7	3	2	-4
